Screening results: PubChem BioAssay, several laboratories
human PMI inhibition = inhibitors of human PMI, primary screen, biochemical, fluorescence intensity, coupled assay (AID 1209) | purified PMI enzyme, coupled fluorescence intensity; higher % means a stronger effect | inhibition, % at 20 µM; hits with a dose series show IC50 in µM | actives 0.42% (n = 190,000);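 note: plate controls were DMSO vehicle for no effect and wells lacking substrate for full effect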
UTI89 phage lysis = protection from phage-mediated lysis, alamar blue read-out – E. coli UTI89, K1F phage, bacterial capsule biogenesis inhibitors (AID 488966); inhibition, % at 100 µM; hits with a dose series show IC50 in µM; E. coli UTI89 K1F phage lysis, alamar blue, 2 h; higher % means a stronger effect; actives 0.02% (n = 340,000);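 active = phage lysis inhibition, versus mean bacterial control, above a set limit; inconclusive = no clear call, values can overlap the other calls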;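 note: capsule biogenesis inhibitors block K1F phage lysis so surviving cells raise fluorescence; higher fluorescence means more inhibition of phage lysis; actives were called in the ten point dose series up to 300 µM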
West Nile antiviral = West Nile virus antiviral activity, cell-based, CPE readout (AID 1621). CPE inhibition, % at 10 µM; hits with a dose series show IC50 in µM. West Nile virus-infected cells, CPE inhibition; higher % means a stronger effect. actives 0.02% (n = 290,000); in the data active = a potency from the dose series; inconclusive = CPE inhibition mostly from about 3.7% at the one dose, without a potency; inactive = the rest, 99 in 100 with CPE inhibition below about 2.2%; note: strong numbers were not always called active
P. falciparum M1AAP = malaria alanyl aminopeptidase activity blockers – biochemical, fluorogenic H-Leu-NHMec substrate, 1536-well (AID 1445). recombinant M1AAP, H-Leu-NHMec fluorogenic kinetic assay; higher % means a stronger effect. inhibition, % at 30 µM, or IC50 in µM where a hit was titrated. actives 0.42% (n = 220,000);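 active = primary inhibition above the hit cutoff, then over 50% inhibition at one or more dose response concentrations, cut at about 23% in these data, passing the limit was not always enough; inconclusive = conflicting primary data, or primary hits not chosen for dose response; inactive = low primary inhibition, or under 50% at every dose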;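 note: plate controls were DMSO full reaction for no effect and no enzyme background for full effect; strong numbers were not always called active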
T cell modulator = T cell immune modulators affecting CD8 T cell-vesicle binding | 2C CD8+ T cell-vesicle binding, flow cytometry; stronger effect = lower value | calls only at 7 µM | actives 0.068% (n = 330,000) | AID 2052;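 active = response, share of CD8 T cells binding vesicles, and their 90th percentile fluorescence all below set limits, cut at about 80% in these data, passing the limit was not always enough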
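Material: 2C TCR transgenic mouse naive CD8+ T cells, MACS-purified. Also added: QL9-charged Drosophila Ld/ICAM-1/B7-1 vesicles. Timing: binding 1.5 h at 37 °C. Measured by: high-throughput flow cytometry with anti-B7-1 and anti-CD8 staining. Read-out: percent CD8+ FL2 mean versus row control. Controls: Unloaded micro-vesicles (low), QL9 vesicles with 0.7% DMSO (high).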
P. falciparum M17LAP = P. falciparum M17LAP inhibitors, primary screen, biochemical, fluorogenic H-Leu-NHMec substrate, 1536-well (AID 1619); recombinant M17LAP, H-Leu-NHMec fluorogenic kinetic assay; higher % means a stronger effect; inhibition, % at 30 µM; hits with a dose series show IC50 in µM; actives 0.38% (n = 220,000);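 active = compound inhibiting the enzyme by more than half at any dose during confirmatory dose-response retesting; inconclusive = strong single-dose inhibitors picked by rank but not retested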;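 note: plate controls were full reaction with DMSO carrier for no effect and no enzyme background for full effect; strong numbers were not always called active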
TNAP activators = stimulation of alkaline phosphatase TNAP activity – biochemical, luminescent, no phosphate acceptor, uHTS, primary screen (AID 1001). purified TNAP, luminescent activation assay, no phosphate acceptor; higher activation fold means a stronger effect. one-dose activation fold at 20 µM; EC50 in µM for titrated hits. actives 0.03% (n = 200,000); in the data active = activation fold from about 3, or a potency from the dose series; inactive = the rest, 99 in 100 with activation fold below about 1.6; note: many of its hits are not listed in these tables
RSV antiviral HEp-2 = RSV antiviral activity via CPE protection, HEp-2 cells, primary 10 µM value included (AID 2391) | HEp-2 cells, RSV-induced CPE inhibition; higher % means a stronger effect | one-dose CPE inhibition, % at 10 µM; IC50 in µM for titrated hits | actives 0.13% (n = 310,000); in the data active = a potency from the dose series; inconclusive = CPE inhibition mostly from about 23% at the one dose, without a potency; inactive = the rest, 99 in 100 with CPE inhibition below about 21%; note: strong numbers were not always called active
PMI inhibition = MPI inhibition at elevated mannose 6-phosphate – biochemical, fluorescence intensity, high mannose 6-phosphate, primary screen (AID 1220); recombinant PMI enzyme, coupled fluorescence intensity; higher % means a stronger effect; inhibition, % at 20 µM; hits with a dose series show IC50 in µM; actives 0.66% (n = 190,000)
T cell modulator vesicle-bound % = recorded beside T cell modulator, whose call it bears; double positive events, %; measured here: CD8+ vesicle-bound cell fraction;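 binding gate set so that unloaded-vesicle control wells show 10% double positive cells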
An asterisk follows results filed as active; i = inactive; ? = inconclusive; · = not tested or not shown; [ ] = dose if it differs, or a comment. Cut-off read from the data, not from the text of the source, unless noted: active = inhibition above about 50%; inactive = the rest.

SMILES	human PMI inhibition	UTI89 phage lysis	West Nile antiviral	P. falciparum M1AAP	T cell modulator	T cell modulator vesicle-bound %	P. falciparum M17LAP	TNAP activators	RSV antiviral HEp-2	PMI inhibition
O=C(CN1CCCN(Cc2ccc(F)cc2)S1(=O)=O)NC1CCCC1	·	0.1%	0.1%	·	i	42	·	·	0.8%	·
C=CCn1c(-c2sc3nc(C)cc(C)c3c2N)n[nH]c1=S	·	·	-0.6%	-1%	i	5	-5%	·	12%	·
Cc1ccc(-c2cc(C)nc3ncnn23)cc1	-6%	6.2%	-0.3%	4%	i	48	-8%	1	16%	-2%
O=[N+]([O-])c1ccccc1S(=O)(=O)N1CCN(c2ccccn2)CC1	·	-0.1%	0.5%	·	i	58	·	·	2.5%	·
COc1cc(C=O)ccc1OCCSc1ccc(Cl)cc1	8%	0.0%	0.5%	7%	i	43	-2%	1	4.6%	3%
Cc1cc(C)c2cc(C(=O)N3CCC(N4CCCCC4)CC3)[nH]c2c1	·	-0.7%[50 µM]	-0.3%	·	i	26	·	·	-1.0%	·
COC(=O)c1cc(-c2ccc(C)o2)nc2ccccc12	-21%	6.3%	-0.7%	5%	i	38	32%	1.1	2.3%	-44%
Cc1ccc(NC(=O)COC(=O)Cc2cccs2)c(Br)c1	·	-0.4%	-0.3%	·	i	60	·	·	0.9%	·
O=C(Nc1ccccc1)O/N=C/c1ccccc1Cl	0%	-0.1%	0.6%	2%	i	31	-5%	1.1	0.2%	-4%
CN1C(=O)c2cccc3c(N(C)C)ccc(c23)C1=O	·	0.3%	0.6%	·	i	55	·	·	?	·
NNC(=O)CCCCCCCCCCOCCCCO	·	1.7%	0.1%	-8%	i	58	5%	·	22%	·
COC(=O)c1ccccc1NC(=O)CSc1nnc(C(CO)NC(=O)c2ccccc2)n1C (stereo not drawn)	13%	-1.1%	0.8%	5%	i	18	5%	1	0.4%	10%
CC(=O)Nc1ccc(NC(=O)CCCn2cnc3ccccc3c2=O)cc1	·	0.2%	0.1%	·	i	41	·	·	0.5%	·
Cc1ccc(C(C)C)c(OCc2nn(CC(=O)c3ccc(Cl)cc3)c3[n+]2CCCCC3)c1	-13%	-1.3%	?	0%	i	31	-1%	1	-4.5%	-5%
CN(Cc1ccc(F)cc1)C(=O)COc1ccccc1-c1ccccc1	22%	1.6%	-0.8%	4%	i	42	8%	1	4.7%	14%
O=C(NCCCN1CCOCC1)c1sc2cc(F)ccc2c1Cl	-14%	0.2%	-0.6%	-10%	i	21	-15%	1	-0.8%	-11%
CCCN(CC(=O)Nc1ccc(Cl)cc1Cl)C(=O)CC(NC(C)=O)c1ccccc1 (stereo not drawn)	·	0.1%	-0.9%	·	i	19	·	·	1.6%	·
COc1cccc(C(=O)Nc2cc(C)ccc2NC(=O)COc2ccccc2)c1	9%	-1.3%	·	4%	i	4	-4%	1.1	0.8%	8%
O=C(N/C(=C\c1ccc(Cl)cc1)C(=O)N1CCOCC1)c1ccc([N+](=O)[O-])cc1	-2%	-1.1%	-0.7%	9%	i	42	2%	1.1	-0.1%	1%
C=CCOc1cccc(C2C(C(=O)c3cccs3)=C(O)C(=O)N2Cc2cccnc2)c1 (stereo not drawn)	·	0.0%	-0.5%	2%	i	6	42%	1.1	-1.4%	·
O=C(N/N=C/C1CCCCC1)c1ccccn1	0%	2.0%	0.3%	2%	i	60	-7%	1	0.9%	5%
OCc1ccc(OCCCOc2cccc3cccnc23)cc1	·	-2.0%	-0.3%	·	i	34	·	·	2.1%	·
CC(C)(C)CN1CCNC(=O)C1CC(=O)N1CCC(C(=O)N2CCOCC2)CC1 (stereo not drawn)	8%	0.3%	2.2%	-2%	i	35	11%	1.1	0.7%	33%
COc1ccc(OC(C)C(=O)N2CC(C)OC(C)C2)cc1 (stereo not drawn)	10%	0.7%	-0.5%	5%	i	16	5%	1.1	1.1%	6%
COc1ccc(-c2cc(C(=O)Nc3cc(C)nn3-c3ccccc3)no2)cc1	9%	0.3%	?	-1%	i	34	-1%	1.1	7.2%	4%

Continued, starting with the last two of the part before.
SMILES	human PMI inhibition	UTI89 phage lysis	West Nile antiviral	P. falciparum M1AAP	T cell modulator	T cell modulator vesicle-bound %	P. falciparum M17LAP	TNAP activators	RSV antiviral HEp-2	PMI inhibition
COc1ccc(OC(C)C(=O)N2CC(C)OC(C)C2)cc1 (stereo not drawn)	10%	0.7%	-0.5%	5%	i	16	5%	1.1	1.1%	6%
COc1ccc(-c2cc(C(=O)Nc3cc(C)nn3-c3ccccc3)no2)cc1	9%	0.3%	?	-1%	i	34	-1%	1.1	7.2%	4%
CCOc1cc(C(=O)Nc2nnc(C)s2)cc(OCC)c1OCC	17%	0.3%	0.1%	2%	i	19	1%	1	1.3%	16%
C=CCn1c(-c2cnn(-c3ccccc3)c2N)n[nH]c1=S	·	-0.6%	0.1%	-4%	i	29	-6%	·	1.3%	·
COCCn1cnc2c(c1=O)c1nc3ccccc3nc1n2/N=C/c1ccco1	·	1.2%	0.2%	12%	i	52	2%	·	1.1%	·
COc1ccc(-n2nnnc2-c2cnc(N3CCCC3)nc2C(F)(F)F)cc1	8%	4.0%	-1.0%	0%	i	55	-3%	1.1	4.0%	11%
O=C1c2ccccc2C(=O)N1CC(O)COc1ccc(Cl)cc1 (stereo not drawn)	·	-0.1%	-1.0%	·	i	23	·	·	0.8%	·
COc1cc(C(=O)NCCCNc2nc3c(C)cc(C)cc3cc2C#N)cc(OC)c1OC	0%	-0.1%	-0.6%	1%	i	19	6%	1.3	1.9%	28%
CCC(C)C(=O)Nc1nc2c(s1)C(=O)CC(C)(C)C2 (stereo not drawn)	6%	-0.5%	0.0%	1%	i	29	7%	1.1	1.2%	6%
Cc1cccc(N2CC(C(=O)OCC(=O)c3ccc(OC(=O)c4cccs4)cc3)CC2=O)c1C (stereo not drawn)	20%	0.0%	0.8%	-6%	i	55	3%	1.1	-0.1%	16%
CCOC(=O)c1cc(C#N)c(N2CCN(C(=O)c3cccc(C(F)(F)F)c3)CC2)nc1C(F)(F)F	·	2.3%	-1.3%	0%	i	41	2%	·	12%	·
Cc1ccc2nnnc(-c3ccccc3)c2c1	8%	0.9%[50 µM]	-0.8%	-5%	i	7	9%	1.1	2.0%	4%
COc1ccc(CCN(C)CC(=O)Nc2c(C)cc(C)cc2C)cc1OC	·	4.3%	-0.5%	·	i	·	·	·	0.9%	·
Cc1cc(NC(=O)CSc2nc3ccccc3n2CC(=O)N2CCCCC2)no1	0%	-0.8%	-0.8%	10%	i	44	24%	1.1	-0.5%	-2%
CC1(C)Cc2ccccc2C(=NCC(=O)O)N1	·	-1.4%	-0.8%	2%	i	46	5%	1	0.3%	·
COc1ccccc1-c1nc(C#N)c(N2CCN(Cc3ccccc3)CC2)o1	9%	0.1%	-0.6%	-1%	i	3	6%	1.1	1.6%	2%
Cc1ccccc1CS(=O)(=O)Cc1ccc(C(=O)NCC2CCCO2)o1 (stereo not drawn)	10%	0.1%[50 µM]	·	4%	i	12	9%	1.1	0.2%	5%
O=C1CC(c2ccccc2)c2cc(O)ccc2O1 (stereo not drawn)	13%	-1.9%	-0.4%	17%	i	38	-41%	1.1	0.7%	28%
CCCCOc1ccc(NC(=O)CSc2nnnn2C)cc1	2%	0.4%	-0.2%	-3%	i	32	20%	1.1	0.2%	-9%
O=C1CC(=C(c2ccccc2)c2ccccc2)C(=O)N1CCCN1CCN(c2cccc(Cl)c2)CC1	9%	1.9%	-0.4%	1%	i	35	-4%	1.1	1.4%	6%
CCn1c(/N=C/c2ccccc2O)nc2ccccc21	·	-0.1%	-0.3%	·	i	64	·	·	0.6%	·
O=C(NCc1ccccc1)c1ccc(Cl)cc1[N+](=O)[O-]	-1%	0.1%	0.1%	3%	i	28	8%	1.1	-0.2%	-3%
CC1=C(C(=O)Nc2ccc(C)cc2C)C(c2ccc([N+](=O)[O-])cc2)n2ncnc2N1 (stereo not drawn)	-3%	0.4%	-0.1%	2%	i	20	-1%	1.1	1.6%	-8%
O=C(c1ccc(Oc2ccc(C(F)(F)F)cc2[N+](=O)[O-])cc1)N1CCOCC1	-54%	-7.0%	-1.0%	1%	i	40	8%	1	5.2%	-93%
OC(CSc1c(Cl)cccc1Cl)CN1CCN(c2ccc(F)cc2)CC1 (stereo not drawn)	16%	1.7%	-0.7%	1%	i	58	-1%	1.1	0.3%	17%

Complete entries as entered above. Values in the order: human PMI inhibition, UTI89 phage lysis, West Nile antiviral, P. falciparum M1AAP, T cell modulator, T cell modulator vesicle-bound %, P. falciparum M17LAP, TNAP activators, RSV antiviral HEp-2, PMI inhibition
O=C1c2ccccc2C(=O)N1CC(O)COc1ccc(Cl)cc1 (stereo not drawn) is listed with ·, -0.1%, -1.0%, ·, i, 23, ·, ·, 0.8%, ·
CC1=C(C(=O)Nc2ccc(C)cc2C)C(c2ccc([N+](=O)[O-])cc2)n2ncnc2N1 (stereo not drawn) is listed with -3%, 0.4%, -0.1%, 2%, i, 20, -1%, 1.1, 1.6%, -8%
O=C1CC(=C(c2ccccc2)c2ccccc2)C(=O)N1CCCN1CCN(c2cccc(Cl)c2)CC1 is listed with 9%, 1.9%, -0.4%, 1%, i, 35, -4%, 1.1, 1.4%, 6%
CCC(C)C(=O)Nc1nc2c(s1)C(=O)CC(C)(C)C2 (stereo not drawn) is listed with 6%, -0.5%, 0.0%, 1%, i, 29, 7%, 1.1, 1.2%, 6%
O=C(NCc1ccccc1)c1ccc(Cl)cc1[N+](=O)[O-] is listed with -1%, 0.1%, 0.1%, 3%, i, 28, 8%, 1.1, -0.2%, -3%

2 compounds from above, limited to human PMI inhibition, P. falciparum M17LAP and RSV antiviral HEp-2:
SMILES	human PMI inhibition	P. falciparum M17LAP	RSV antiviral HEp-2
O=C1CC(=C(c2ccccc2)c2ccccc2)C(=O)N1CCCN1CCN(c2cccc(Cl)c2)CC1	9%	-4%	1.4%
O=C(NCc1ccccc1)c1ccc(Cl)cc1[N+](=O)[O-]	-1%	8%	-0.2%
